ROMK mod = modulates human ROMK potassium channel activity. B-score at 10 µM. P48048. 130,000 tested, 2% active. Tet-inducible ROMK, thallium flux fluorescence; actives lie on both sides;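 active = signal ratio slope over the read window, or its plate-corrected B-score, at least 3 SD from the plate mean, either direction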;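 note: B-score of the F/F0 ratio slope over 7 to 12 s after thallium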
HMGR II inh = inhibitors of class II HMG-CoA reductase from Enterococcus faecalis; purified E. faecalis HMGR, NADPH absorbance 340 nm kinetic; inhibition, % at 10 µM; 190,000 tested, 0.41% active; AID 1066;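 active = inhibition above a set limit, the median over all tested compounds plus 3 SD, cut at about 9.5% in these data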;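 note: enzyme runs in reverse so mevalonate oxidation gives rising NADPH absorbance; 0% = complete reaction with DMSO and 100% = background rate lacking mevalonate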
PPARg SRC-3 ag = promotes SRC-3 coactivator recruitment by human PPARgamma | P37231 | biochemical PPARgamma/SRC-3 coactivator recruitment assay | activation, % at 8 µM | 200,000 tested, 0.26% active | AID 731; in the data active = activation above about 23%;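 note: 0% = DMSO and 100% = reference agonist; some compounds past the cut are filed as inactive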
Target sequence (P37231 whole entry, looked up): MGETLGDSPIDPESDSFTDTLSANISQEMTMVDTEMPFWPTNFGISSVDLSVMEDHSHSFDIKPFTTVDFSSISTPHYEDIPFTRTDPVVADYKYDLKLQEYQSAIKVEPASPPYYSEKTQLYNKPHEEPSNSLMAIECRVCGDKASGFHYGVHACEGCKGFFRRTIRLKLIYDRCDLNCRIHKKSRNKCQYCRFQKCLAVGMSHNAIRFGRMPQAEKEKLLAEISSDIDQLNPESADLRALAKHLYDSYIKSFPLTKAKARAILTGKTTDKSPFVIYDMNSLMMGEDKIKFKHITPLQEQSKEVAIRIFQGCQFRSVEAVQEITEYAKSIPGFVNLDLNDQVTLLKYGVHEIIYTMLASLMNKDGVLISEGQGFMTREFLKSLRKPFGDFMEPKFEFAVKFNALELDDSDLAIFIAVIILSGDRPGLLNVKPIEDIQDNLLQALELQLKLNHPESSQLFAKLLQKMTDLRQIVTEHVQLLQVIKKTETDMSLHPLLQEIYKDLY
RAM network inh = inhibitors of the yeast RAM network; S. cerevisiae dse1pr::URA3 reporter, 5-FOA growth OD615, 2 d; analog-sensitive cbk1-as2 kinase mutant strain; inhibition, % at 50 µM; 190,000 tested, 1.8% active; AID 868;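 active = inhibition above a set limit, 3 SD over mean compound inhibition, cut at about 8.4% in these data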;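 note: 0% = DMSO-only wells with no growth and 100% = 10 µM 1-NA-PP1 full growth; inhibition rescues growth on 5-FOA so higher OD means more RAM inhibition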
bIAP inhibitor = intestinal alkaline phosphatase (bovine) inhibition; AID 1019; 190,000 tested, under 10 active; purified bovine IAP, CDP-star luminescence, 30 min; inhibition, % at 20 µM;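 active = over 50% inhibition of intestinal alkaline phosphatase at 20 µM in the single-dose screen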
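System: Purified bovine intestinal alkaline phosphatase (IAP) enzyme | Input: IAP diluted 1/65,000,000 in the well | Also added: CDP-star chemiluminescent phosphatase substrate, 30 µM final | Dosing: 20 µM single dose | Times: Enzyme reaction for 30 min at room temperature | Detection: Luminescence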
PPARg SRC2 recr = promotes SRC-2 coactivator recruitment by human PPARgamma. 200,000 tested, 0.34% active. AID 1032. activation, % at 8 µM. PPARgamma LBD-SRC-2 recruitment, biochemical; in the data active = activation above about 22%;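 note: 0% = vehicle and 100% = reference agonist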
S1P3 antag = blocks the human S1P3 receptor; AID 485; Q99500; inhibition, % at 4.98 µM; CHO S1P3 NFAT-BLA reporter, FRET fluorescence, antagonist mode; 170,000 tested, 0.27% active;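 active = inhibition above the plate cutoff, the mean inhibition of test wells on that plate plus 3 SD, cut at about 28% in these data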;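 note: cells challenged with S1P at its EC80 of 0.8 µM; blue over green emission ratio from cleaved BLA substrate after 4 h stimulation; 0% = S1P-stimulated wells and 100% = unstimulated DMSO-only wells; some compounds past the cut are filed as inactive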
Target sequence (Q99500 whole entry, looked up): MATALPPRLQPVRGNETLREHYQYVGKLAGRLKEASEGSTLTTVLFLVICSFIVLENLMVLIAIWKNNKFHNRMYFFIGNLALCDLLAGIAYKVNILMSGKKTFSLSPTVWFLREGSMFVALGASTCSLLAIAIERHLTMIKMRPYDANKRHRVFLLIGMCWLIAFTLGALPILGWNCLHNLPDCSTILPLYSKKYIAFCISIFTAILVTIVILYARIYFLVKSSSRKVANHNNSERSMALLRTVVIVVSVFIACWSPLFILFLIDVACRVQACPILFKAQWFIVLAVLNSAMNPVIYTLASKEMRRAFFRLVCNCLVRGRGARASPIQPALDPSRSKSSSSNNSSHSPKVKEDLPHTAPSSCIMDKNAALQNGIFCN
L major viab = Leishmania major promastigote growth inhibition; AID 1063; 200,000 tested, 9% active; inhibition, % at 10 µM; Leishmania major promastigotes, resazurin fluorescence viability; in the data active = inhibition above about 50%;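 note: promastigotes grown with compound for 44 hours at 28 °C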
PPARg SRC1 recr = PPARgamma-driven SRC-1 recruitment agonism; PPARgamma-SRC-1 coactivator recruitment biochemical assay; activation, % at 8 µM; 200,000 tested, 0.41% active; in the data active = activation above about 19%;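 note: 0% = DMSO and 100% = reference agonist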
Redox H2O2 prof = compounds producing H2O2 with reducing agent – biochemical, NIH compound library profiling, artefact control for MLSCN library redox annotation, primary screen | activation, % at 10 µM | DTT-dependent redox cycling H2O2, phenol red/HRP absorbance; 100% = 100 µM peroxide control, 0% = buffer | AID 878 | 200,000 tested, 0.03% active;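 active = activation of at least 50% relative to the plate's high and low controls in the primary single-dose screen; inactive = activation below 50%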;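 note: compound incubated with DTT at 0.8 mM final as the reducing agent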
TR-FRET SRC-2 ct = flags TR-FRET format artefacts in PPARgamma SRC-2 recruitment agonist screen; TR-FRET artefact counter-screen; hits give high values; TR-FRET ratio at 8 µM; 200,000 tested, 0.4% active; AID 1049; in the data active = TR-FRET ratio above about 2000; note: inactives centre near 1500; reference of the scale not given here
The depositor's hits bear a star; nt = not tested or not shown.

SMILES	ROMK mod	HMGR II inh	PPARg SRC-3 ag	RAM network inh	bIAP inhibitor	PPARg SRC2 recr	S1P3 antag	L major viab	PPARg SRC1 recr	Redox H2O2 prof	TR-FRET SRC-2 ct
COc1ccc(C(=O)Nc2ccc3oc(-c4cccc(F)c4)nc3c2)cc1OC	nt	-5	nt	5.2	3	nt	1	-3	nt	-1.1	nt
COc1ccc(-c2ccc3c(N)c(C(=O)c4cccc(OC)c4)sc3n2)cc1	nt	-4	1	2.1	12	7	nt	2	9	3.8	1618
Cn1c(N)c(C(=O)COC(=O)CSc2cccc3cccc(Cl)c23)c(=O)n(C)c1=O	0.76	-8	0	5.4	-7	-1	-4	-4	2	0.3	1503
Cc1ccccc1-c1nnc(NC(=O)c2ccc(N3C(=O)CCC3=O)cc2)s1	0.47	-2	2	2.1	10	-5	-10	-6	-5	0.7	1399
COc1ccc(NC(=O)N(Cc2cccnc2)Cc2ccccc2Cl)c(OC)c1	nt	nt	-5	nt	nt	2	-7	46	-2	-2.0	1786
CCCCNS(=O)(=O)c1ccc(NC(=O)c2cccs2)cc1	0.37	-2	2	4.3	10	1	-4	3	1	-0.5	1593
O=C(CSC1=NC2(CCCCC2)N=C1c1ccccc1)Nc1ccc2c(c1)OCCO2	0.5	-2	6	6.0	-6	9	-5	17	6	-0.2	1685
Cc1cccc(N2CCN(C(=O)CCNC(=O)Cn3ccc4ccccc4c3=O)CC2)c1C	-2	-2	0	-0.5	-1	8	-24	7	4	-0.2	1376
O=C(/C(=C/c1ccc(Cl)cc1)c1nc2ccccc2[nH]1)c1cccs1	-5.4*	-3	-5	0.1	4	6	nt	100*	-2	0.5	1432
Cc1ccc(C23CC4CC(CC(CN)(C4)C2)C3)cc1	nt	0	0	-0.6	2	2	-11	100*	-7	-0.2	1430
CN(C(=O)COC(=O)COc1ccc(Cl)cc1)C1CCCCC1	nt	-11	-3	1.9	26	-1	-7	-2	5	0.9	1491
Cc1cc(C)c(-c2csc(NC(=O)c3n[nH]c(=O)c4ccccc34)n2)c(C)c1	nt	-6	1	4.7	15	2	9	1	5	0.6	1668
Cc1ccc(S(=O)(=O)N/N=C\c2ccccc2OCc2ccccc2)cc1	nt	-5	3	4.5	4	1	nt	34	-2	-3.4	1358
CC(=O)Nc1ccc(-c2nnc(SCc3ccc(C)cc3)n2C)cc1	1.7	-4	-2	4.2	5	5	nt	-1	2	0.1	1405
COc1ccc2oc(=O)c(-c3ccccc3C(=O)N3CCOCC3)cc2c1	0.086	5	-2	2.3	-2	4	-3	-3	8	-0.3	1669
COc1ccc2cc3c(N)nn(C(=O)c4ccc(Cl)c([N+](=O)[O-])c4)c3nc2c1	0.28	3	-7	0.8	5	1	-10	39	-5	0.3	1239
COC(=O)c1ccccc1NC(=O)CSc1nc2c(c(=O)n(C)c(=O)n2C)n1C	nt	nt	-3	nt	nt	4	-12	-3	7	-1.9	1605
Cc1cc(N2C(=O)NC(=O)CC2C)c(C)cc1C(C)C (centres undefined)	-0.59	-1	-2	0.3	7	-1	-6	14	5	0.0	1238
Cc1ccc2c(C)nc(Nc3nc(CSc4nc5ccccc5[nH]4)cc(=O)[nH]3)nc2c1	nt	-2	16	0.5	-22	1	nt	100*	6	1.6	1673
CCOC(=O)C1CCCN(C(=O)c2cccs2)C1 (centres undefined)	0.43	0	-5	0.9	-6	5	-16	-6	5	0.8	1473
COc1ccc(-c2noc(C3CCCN(C(=O)Nc4ccccc4F)C3)n2)cc1 (centres undefined)	-1.7	-7	-1	0.0	-5	-5	-3	16	0	-0.1	1425
COc1ccc(CCNC(=O)c2cccc(S(=O)(=O)N3CCCCC3)c2)cc1	0.4	-1	-1	0.5	-8	-2	-27	6	-6	-0.8	1728
COc1ccccc1NC(=O)CSc1nnc(-c2ccncc2)o1	nt	2	2	0.6	7	-2	-16	-6	-2	2.6	1433
CC(C)CCNc1nc(-c2ccco2)c2c(c1C#N)CCCC2	-0.44	2	0	7.4	18	15	nt	3	1	0.8	1650
COc1ccc(NC(=O)CN2CCN(c3ccccc3Cl)CC2)cc1	0.023	-6	-14	0.1	2	3	nt	4	0	1.5	1558

The list continues.
SMILES	ROMK mod	HMGR II inh	PPARg SRC-3 ag	RAM network inh	bIAP inhibitor	PPARg SRC2 recr	S1P3 antag	L major viab	PPARg SRC1 recr	Redox H2O2 prof	TR-FRET SRC-2 ct
Cc1ccc([N+](=O)[O-])c(OCCn2cnc3ccccc32)c1	-3*	0	0	0.5	4	-9	11	6	-5	-0.8	1318
C=CCOn1c(=O)c(-c2ccc(OC)cc2)[n+]([O-])c2ccccc21	-0.56	-10	-6	0.8	9	0	nt	-1	6	0.0	1611
Cc1ccc(C)c(-n2c3nc(=O)[nH]c(=O)c-3cc3cc([N+](=O)[O-])ccc32)c1	nt	-7	23*	-2.0	8	-3	-1	97*	13	0.0	1510
O=C(CN1CCN(C/C=C/c2ccccc2)CC1)Nc1cc([N+](=O)[O-])ccc1Cl	-0.37	5	-2	0.8	9	3	0	56*	-2	nt	1680
CSc1nc(-c2ccccc2)nn1C(=O)c1ccco1	-1.5	-8	-4	0.5	9	-5	nt	-1	12	0.1	1442
Cn1ccnc1C(=O)c1cc(SCC(=O)NC2CC2)nc2ccccc12	0.33	-7	4	0.5	-6	16	-2	0	4	-2.3	1965
COc1ccc2nc(SCCOC(=O)Nc3ccc(Cl)cc3)nc(C)c2c1	nt	-2	2	1.6	16	-7	11	-4	-5	1.8	1474
CCOc1cc(S(=O)(=O)N2CCN(CC)CC2)ccc1Cl	-0.37	-3	-5	-0.1	-1	6	-9	90*	1	0.6	1571
O=c1[nH]c2ccc(Cl)cc2c(=O)n1Cc1ccco1	0.011	3	9	1.7	7	8	-10	4	0	-3.2	1527
CCc1ccc(NC(=O)C2CCN(S(=O)(=O)c3c(C)[nH]c(=O)[nH]c3=O)CC2)cc1	nt	-8	1	2.9	-9	7	nt	-5	-3	-3.7	1799
COc1ccccc1C(=O)N(CCN(C)C)c1nc2cc(C)cc(C)c2s1	-0.21	-6	7	0.0	-4	9	4	36	-2	-0.3	1519
COc1ccc(-c2cc3nc(C)cc(NCCO)n3n2)cc1	nt	-2	3	0.5	-8	0	-22	3	3	2.5	1685
Cc1cc(C(=O)CSc2nnnn2C)c(C)n1CCc1ccc(F)cc1	nt	-3	3	1.2	3	8	35	-3	0	-4.1	1530
COc1ccccc1/C=C(/C(=O)OCC(=O)N(C)Cc1ccccc1)c1ccccc1	nt	-11	0	10*	3	2	-23	10	1	0.6	1436
CC(C)(C)NC(=O)CSc1nnc(NC(=O)c2ccccc2Cl)s1	0.22	1	-3	1.2	-2	-3	-14	-4	-2	-0.2	1492
CCOc1ccc(C2C(C#N)=C(N)Oc3n[nH]c(C)c32)cc1OC(=O)C1CC1 (centres undefined)	1.4	3	1	0.0	4	0	-35	15	-3	-0.9	1822
NC(=O)Cn1c(=O)n(C2CCCCC2)c(=O)c2c3c(sc21)CCCCC3	nt	1	-2	3.5	8	4	-8	5	1	0.7	1742
O=C(NCc1ccc(OC(F)(F)F)cc1)C1CC(c2c(Cl)cccc2Cl)=NO1 (centres undefined)	nt	-1	0	4.3	19	1	nt	-3	-2	-3.6	1664
CCOC(=O)C1CCN(C(=O)CCNC(=O)c2cc(OC)c(OC)c(OC)c2)CC1	0.16	0	1	1.6	6	-2	-24	-4	4	1.8	1781
O=C(N/N=C/c1cc2c(cc1Cl)OCO2)c1ccccn1	nt	nt	9	nt	nt	7	nt	1	10	-2.4	1566
COC(=O)c1ccc(/C=N/N2CCN(Cc3ccccc3)CC2)cc1	nt	-1	-4	2.3	5	10	nt	-4	-4	1.7	1520
CCOC(=O)C1=C(O)CCn2c1nc1ccccc12	nt	1	9	0.3	5	17	-14	0	10	-1.3	1646
CCNC(=O)NC(=O)CSc1nc2ccccc2n1CCOC	nt	1	-1	-0.1	4	-5	nt	0	8	2.6	1603
CCOCCCNC(=O)c1ccc(Cn2c(=S)[nH]c3c([nH]c4ccc(OC)cc43)c2=O)cc1	nt	-1	3	4.0	-7	9	-8	-10	10	0.2	1686
O=C(Nn1cnc2ccccc2c1=O)c1cccc(Cl)c1	0.17	0	0	-0.4	2	-3	-7	-2	4	0.7	1449

Continued:
SMILES	ROMK mod	HMGR II inh	PPARg SRC-3 ag	RAM network inh	bIAP inhibitor	PPARg SRC2 recr	S1P3 antag	L major viab	PPARg SRC1 recr	Redox H2O2 prof	TR-FRET SRC-2 ct
COc1cc(C(=O)c2nccc3cc(OC)c(OC)cc23)c([N+](=O)[O-])cc1OC	-0.19	1	-1	1.8	2	2	18	5	1	-2.2	1565
O=C(/C=C/Nc1cccc(C(F)(F)F)c1)c1ccco1	-0.21	-4	4	-0.1	3	14	2	-4	1	-0.1	1723
Cc1c(-n2c(SCC(=O)O)nnc2-c2ccccc2Cl)c(=O)n(-c2ccccc2)n1C	nt	4	6	1.3	8	-1	-7	-8	0	2.0	1440
CCOC(=O)C1CCN(C(=O)C2CCN(S(=O)(=O)c3cccc4cccnc34)CC2)CC1	nt	0	3	1.7	-2	10	-40	-7	1	-0.6	1353
Fc1ccc(OCc2nc(-c3ccncc3)n[nH]2)cc1	-0.96	-4	5	0.4	-13	7	-15	4	-1	-1.0	1613
N=c1ccn(Cc2ccccc2Cl)cc1	nt	-7	1	-0.5	0	-4	nt	-3	-3	0.2	1348
O=C(c1ccc(Cl)cc1[N+](=O)[O-])N1CCOCC1	-0.083	-4	-2	0.5	6	-6	-6	30	-7	-0.4	1435
O=C(Nc1ccc(S(=O)(=O)Nc2nccs2)cc1)C1CC(=O)N(c2ccccc2)C1 (centres undefined)	0.003	-4	-2	2.9	6	5	6	-5	-3	1.6	1472
Cc1ccc(NCc2nnc(SCC(=O)NCCc3ccccc3)n2C)cc1	-0.23	0	1	1.5	-4	8	-25	-6	3	0.1	1503
CCn1cc(C(=O)OCC(=O)Nc2cccc(S(=O)(=O)N3CCOCC3)c2)c(=O)c2ccc(C)nc21	1.5	2	2	0.1	21	-2	nt	2	-2	0.5	1774
NNC(=O)CN1C(c2ccc(Cl)cc2)=Nc2ccc(Br)cc2C1c1ccccc1 (centres undefined)	-0.84	-2	-5	0.5	8	0	nt	11	5	-3.3	1475
Cc1cc(NC(=O)CSc2nc3c(c(=O)n2-c2ccc(Cl)cc2)SCC3)no1	1.8	nt	-16	nt	nt	-7	nt	4	-4	2.5	1267
O=C1CC(Cc2ccccc2)C(=O)N1CCc1ccc2c(c1)OCO2 (centres undefined)	-0.57	1	-6	3.7	5	-1	8	100*	4	1.4	1410
O=C(Cn1nnc(-c2cccs2)n1)OC1CCCCC1	nt	-5	-10	0.7	21	1	-12	-1	-1	0.0	1462
CCn1c(SCC(=O)O)nnc1-c1ccccc1OC	2	0	-1	1.6	-5	-4	-8	-6	-12	-0.1	1477
Cc1cc(NC(=O)CSc2nccn2C)no1	-0.71	-5	4	1.3	4	-3	-20	-10	-3	-0.4	1494

Source: PubChem

Outcome played no part in choosing rows; 13% or so of the library scored in one or more.
